Screening data: PubChem, National Center for Advancing Translational Sciences (NCATS)
TDP1 cell noCPT: qHTS for Inhibitors of human tyrosyl-DNA phosphodiesterase 1 (TDP1): qHTS in cells in absence of CPT; AID 686978, 2013; Potency, µM (doses to about 46.2 µM), inactives show at the highest dose activity change, negative = growth inhibition, usual class: inhibitors; DT40 Tdp1-/- hTDP1 cells, no CPT, ATP luminescence, 48 h; 420,000 compounds, 15% hits; further: nearly all actives have a fitted effect of over 55% in size
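No-CPT arm: Tdp1-/-;hTDP1 DT40 cells (400/well) plus compounds, incubated ≥48 hr at 37 °C. Readout CellTiter-Glo luminescence.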
KAT2A inh: GCN5L2 (KAT2A) acetyltransferase inhibition. AID 504327. Potency, µM (series often up to 58.9 µM), for inactives: top-dose activity change, negative = inhibition, hits mostly inhibitors. GCN5L2 HAT assay, ThioGlo1 CoA-SH fluorescence. Q92830. 390,000 compounds, 0.21% hits
Target sequence (Q92830 whole entry, looked up): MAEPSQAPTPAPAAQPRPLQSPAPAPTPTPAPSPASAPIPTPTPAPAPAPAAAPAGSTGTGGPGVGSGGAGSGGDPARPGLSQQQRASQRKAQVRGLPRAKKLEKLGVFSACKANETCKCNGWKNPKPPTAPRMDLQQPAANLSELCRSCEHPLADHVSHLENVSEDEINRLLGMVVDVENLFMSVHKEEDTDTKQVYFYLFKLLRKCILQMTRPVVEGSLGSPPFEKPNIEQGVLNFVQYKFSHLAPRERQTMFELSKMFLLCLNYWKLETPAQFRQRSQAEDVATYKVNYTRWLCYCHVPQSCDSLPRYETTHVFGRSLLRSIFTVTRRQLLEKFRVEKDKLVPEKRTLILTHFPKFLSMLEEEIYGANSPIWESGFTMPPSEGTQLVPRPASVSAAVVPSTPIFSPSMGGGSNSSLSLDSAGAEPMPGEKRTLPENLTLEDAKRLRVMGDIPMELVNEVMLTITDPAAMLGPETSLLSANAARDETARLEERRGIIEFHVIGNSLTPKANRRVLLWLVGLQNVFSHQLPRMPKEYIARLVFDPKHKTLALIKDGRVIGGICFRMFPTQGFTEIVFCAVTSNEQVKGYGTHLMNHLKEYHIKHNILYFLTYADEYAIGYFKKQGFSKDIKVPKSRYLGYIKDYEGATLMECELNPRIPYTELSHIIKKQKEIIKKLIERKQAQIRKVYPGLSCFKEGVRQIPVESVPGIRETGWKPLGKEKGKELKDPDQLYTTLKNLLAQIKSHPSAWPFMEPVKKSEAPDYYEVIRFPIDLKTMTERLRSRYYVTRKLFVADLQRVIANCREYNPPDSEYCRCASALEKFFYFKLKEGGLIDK
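Preincubate 20nM GCN5L2 with compound 15 min, RT → add 50uM ThioGlo1 + 75uM H3(1-25) + 70uM acetyl-CoA → read fluorescence 0 and 20 min. Primary qHTS; fluorescent artifacts likely.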
DT40 TDP1 CPT: DT40-hTDP1 cell growth loss with CPT | chicken DT40 Tdp1-/-;hTDP1 cells + 20 nM CPT, ATP luminescence, 48 h | Potency, µM (doses to about 46.2 µM), without a hit: at the top dose activity change, negative = growth inhibition, usual class: inhibitors | 420,000 compounds, 12% hits; further: nearly all actives have a fitted effect of over 55% in size
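Chicken DT40 Tdp1-/- cells stably complemented with human TDP1 were seeded at 400 cells/well in medium containing 20 nM camptothecin, exposed to pin-transferred compounds, and grown at 37 °C for at least 48 hr. Viability was read as ATP luminescence.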
* hit, by the source's call; & = joins results of further samples; [ ] = remark or other dose. The call rests on the fitted dose curve; in most records, active means well fitted curve in the direction sought with a large enough effect; inconclusive means small, poorly fitted or top-dose-only effect, or another doubt; inactive means no such curve, though single readings can be large; an effect the other way counts as inactive or inconclusive. On the % scale 0 is the no-effect control and ±100 the full control effect; potency means the concentration at half of the fitted maximal effect.

Screening Cc1sc(NC(=O)c2ccc(F)cc2)c(CN2CCCCCC2)c1C returned TDP1 cell noCPT 13µM*, KAT2A inh -1.0% and DT40 TDP1 CPT 13µM*.
Cc1nc2ccc(S(=O)(=O)N(C)CC(=O)Nc3ccc(Br)c(C)c3)cc2s1 was read as TDP1 cell noCPT 16.4µM*, KAT2A inh 2.8% and DT40 TDP1 CPT inconclusive.
For CN(C)C(CNC(=O)c1ccco1)c1cccs1 (stereo not given) the results were TDP1 cell noCPT 2.3%, KAT2A inh 0.2% and DT40 TDP1 CPT 3.8%.
Screening Cc1cccc(CNC(=O)c2cnn(-c3nccc(-c4cc5ccccc5o4)n3)c2C2CC2)n1 returned TDP1 cell noCPT inconclusive and DT40 TDP1 CPT -1.0%[9.04 µM].
For CN(CC(=O)NCC1CCCCC1)CC(=O)Nc1ccc(F)cc1 the results were TDP1 cell noCPT -28.6%, KAT2A inh -3.4% and DT40 TDP1 CPT -4.8%.
Screening CCOC(=O)N1CCC(NC(=O)C2CCCN(C(=O)c3cc4sccc4n3C)C2)CC1 (stereo not given) returned TDP1 cell noCPT inconclusive, KAT2A inh -2.8% and DT40 TDP1 CPT -19.4%.
Screening Oc1[nH]c2ccccc2c1N=Nc1cccc(Cl)c1 returned TDP1 cell noCPT 0.4%, KAT2A inh -2.2% and DT40 TDP1 CPT 2.1%.
Screening CCCn1c(SCC(=O)c2cc(OC)ccc2OC)nnc1-c1ccco1 returned TDP1 cell noCPT inconclusive, KAT2A inh -3.5% and DT40 TDP1 CPT inconclusive.
For COC(=O)c1cc(CSc2nc3ccccc3c(=O)n2C)oc1C the results were TDP1 cell noCPT inconclusive, KAT2A inh -3.6% and DT40 TDP1 CPT inconclusive.
`CCC(C)c1c(O)nc(SCC(=O)N2CCCCC2)[nH]c1=O` (stereo not given) gave TDP1 cell noCPT -4.5%, KAT2A inh -9.1% and DT40 TDP1 CPT 4.1%.
Screening CN1CCN(S(=O)(=O)c2ccc(NC(=S)NC(=O)C3CC3)cc2)CC1 returned TDP1 cell noCPT -8.0%, KAT2A inh -0.1% and DT40 TDP1 CPT -0.1%.
For CC(=O)N1CCC(N2CCN(c3ccccc3F)CC2)CC1 the results were TDP1 cell noCPT -4.6%, KAT2A inh 2.3% and DT40 TDP1 CPT -3.7%.
`CC(C)c1nc(N2CCCC2)c(C#N)c2c1CCCC2` gave TDP1 cell noCPT 9.9%, KAT2A inh 0.7% and DT40 TDP1 CPT -10.5%.
For CCN(CC)c1ccc(NC(=O)CN2CCN(CC(=O)Nc3ccc(OC)cc3)CC2)cc1 the results were TDP1 cell noCPT inconclusive, KAT2A inh -2.9% and DT40 TDP1 CPT -19.2%.
`COCc1nnc(NC(=O)C2CC(=O)N(C3CCCCC3)C2)s1` (stereo not given) gave TDP1 cell noCPT 4.6%, KAT2A inh -4.9% and DT40 TDP1 CPT 1.5%.
For O=C(NCc1ccccn1)c1cc2ccccn2n1 the results were TDP1 cell noCPT 3.0%, KAT2A inh -3.2% and DT40 TDP1 CPT 12.0%.
Screening CC(C)(C)NC(=O)C(c1ccccc1)n1c(=O)c(-c2ccco2)nc2ccccc21 (stereo not given) returned TDP1 cell noCPT inconclusive and DT40 TDP1 CPT inconclusive.
COc1ccc(-c2nn(-c3ccccc3)cc2CNCCN2CCOC2=O)c(F)c1 was read as TDP1 cell noCPT inconclusive, KAT2A inh 8.5% and DT40 TDP1 CPT inconclusive.
`CN(c1ccc(OCC(=O)Nc2ccccc2C(=O)O)cc1)S(=O)(=O)c1ccc(Cl)cc1` gave TDP1 cell noCPT -27.8%, KAT2A inh -11.1% and DT40 TDP1 CPT -20.5%.
`COc1ccc(NC(=O)C2CCN(c3cnccn3)CC2)cc1Cl` gave TDP1 cell noCPT 5.5%&-9.4%, KAT2A inh -4.3%&-0.6% and DT40 TDP1 CPT -22.9%&-20.7%.
Screening CCCNC(=O)NC(=O)COC(=O)c1ccc(S(=O)(=O)N(C)c2ccccc2OC)cc1 returned TDP1 cell noCPT 20.6µM*, KAT2A inh -13.1% and DT40 TDP1 CPT 29.1µM*.
`NC(=O)CC(O)c1cccc(Cl)c1` (stereo not given) gave TDP1 cell noCPT inconclusive, KAT2A inh -1.6% and DT40 TDP1 CPT inconclusive.
Screening CCN(CC)C(=O)Cn1cc(/C=C(\C#N)C(=O)N2CCN(c3ccccc3)CC2)c2ccccc21 returned TDP1 cell noCPT inconclusive, KAT2A inh -13.9% and DT40 TDP1 CPT 20.6µM*.
O=C(NCC(c1ccc2c(c1)OCO2)N1CCN(c2ccccc2)CC1)c1ccc(F)c(F)c1 (stereo not given) was read as TDP1 cell noCPT 2.31µM*, KAT2A inh -5.0% and DT40 TDP1 CPT 5.17µM*.
CCOC(=O)c1c(S(=O)(=O)Nc2ccccc2OCC)c(C)n(C)c1C was read as TDP1 cell noCPT 22.6%, KAT2A inh -0.4% and DT40 TDP1 CPT -0.7%.
Screening CN(CC(=O)Nc1cccc(F)c1)C(=O)C1CCN(S(=O)(=O)c2ccc3c(c2)OCCO3)CC1 returned TDP1 cell noCPT inconclusive, KAT2A inh -14.3% and DT40 TDP1 CPT inconclusive.
For CC(=O)c1c(C)nc(Nc2nc3ccccc3s2)nc1C the results were TDP1 cell noCPT -25.1%, KAT2A inh -0.8% and DT40 TDP1 CPT 4.2%.
`Cc1cc(C)cc(NC(=S)NCCN2CCOCC2)c1` gave TDP1 cell noCPT -10.4% and DT40 TDP1 CPT 3.3%.
`CCOC(=O)C1=C(C)NC(c2cccs2)C(=O)N1` (stereo not given) gave TDP1 cell noCPT -18.1%, KAT2A inh 0.5% and DT40 TDP1 CPT 16.3%.
`C/C(N)=C(/C#N)C(=O)COC(=O)CNS(=O)(=O)c1ccc2ccccc2c1` gave TDP1 cell noCPT -16.7%, KAT2A inh -11.4% and DT40 TDP1 CPT -5.1%.
For COc1ccc(S(=O)(=O)Nc2ccc(Cl)cn2)cc1 the results were TDP1 cell noCPT -9.3%, KAT2A inh -6.3% and DT40 TDP1 CPT -1.4%.
Screening O=c1[nH]cnc(O)c1C1C=CC=CC=C1 returned TDP1 cell noCPT inconclusive and DT40 TDP1 CPT -28.5%.
C[N+](C)(C)CCOP(=O)(O)OP(=O)([O-])OC[C@H]1O[C@@H](n2ccc(N)nc2=O)[C@H](O)[C@@H]1O was read as TDP1 cell noCPT 14.1%&-9.6%&-4.9%, KAT2A inh -6.0%&-10.4% and DT40 TDP1 CPT 2.1%&-9.0%&16.3%.
For O=C(CN1C(=O)COc2ccccc21)NC1CCCC1 the results were TDP1 cell noCPT -18.8%, KAT2A inh -7.1% and DT40 TDP1 CPT -9.0%.
`COc1cc(NC(=O)CN2CCN(CC(=O)Nc3ccccc3OC)CC2)cc(OC)c1` gave TDP1 cell noCPT inconclusive, KAT2A inh 10.0% and DT40 TDP1 CPT 16.4µM*.
COc1cccc(CN(Cc2ccco2)c2cnc(S(C)(=O)=O)nc2C(=O)Nc2cccc(Cl)c2C)c1 was read as TDP1 cell noCPT inconclusive, KAT2A inh -13.8% and DT40 TDP1 CPT inconclusive.
Cc1sc2ncn(CC(=O)N3CCN(c4ccc(F)cc4)CC3)c(=O)c2c1S(=O)(=O)N1CCC(C)CC1 was read as TDP1 cell noCPT inconclusive, KAT2A inh 0.8% and DT40 TDP1 CPT inconclusive.
For Cc1nc2nc[nH]n2c(=O)c1NC(=O)c1c(-c2ccccc2Cl)noc1C the results were TDP1 cell noCPT -12.3%, KAT2A inh 3.2% and DT40 TDP1 CPT 7.7%.
`O=C(Cn1cc(-c2nnnn2-c2ccc(Cl)cc2)c(=O)c2ccccc21)c1ccccc1` gave TDP1 cell noCPT inconclusive, KAT2A inh -5.3% and DT40 TDP1 CPT inconclusive.
Screening Cc1ccc(C(=O)OCC(=O)Nc2ccccc2C(F)(F)F)cc1S(=O)(=O)N1CCCCC1 returned TDP1 cell noCPT inconclusive, KAT2A inh -5.9% and DT40 TDP1 CPT inconclusive.
`N#Cc1cc([N+](=O)[O-])ccc1NC(=O)COC(=O)c1cnccn1` gave TDP1 cell noCPT -19.1%, KAT2A inh -1.0% and DT40 TDP1 CPT -21.5%.
Screening CC(C)N1CCC1(C)C(=O)Nc1cc(-c2ccccc2)nn1C (stereo not given) returned TDP1 cell noCPT -7.2% and DT40 TDP1 CPT -16.4%.
For COc1ccc(C)cc1Nc1n[n+](-c2ccccc2)c(-c2cccc(Cl)c2Cl)s1 the results were TDP1 cell noCPT inconclusive, KAT2A inh -10.3% and DT40 TDP1 CPT 13µM*.
For CCCn1nnnc1NC(=O)COc1ccc(CC)cc1 the results were TDP1 cell noCPT -5.8%, KAT2A inh -9.1% and DT40 TDP1 CPT 1.2%.
`COc1ccc(-n2cc(C(=O)c3cc(Cl)ccc3O)cc(C#N)c2=O)cc1` gave TDP1 cell noCPT inconclusive, KAT2A inh -10.5% and DT40 TDP1 CPT 0.0%.
For C/C(=N/Nc1ccnc2cc(Cl)ccc12)c1ccc(N)cc1 the results were TDP1 cell noCPT 18.4µM*, KAT2A inh -17.9% and DT40 TDP1 CPT 23.1µM*.
O=C(NCCc1ccc(Cl)cc1)C12CC3CC(CC(O)(C3)C1)C2 was read as TDP1 cell noCPT 10.9%, KAT2A inh 3.7% and DT40 TDP1 CPT 12.7%.
COc1ccc(S(=O)(=O)N2CCCN(CC(=O)Nc3cc(NC(C)=O)ccc3OC)CC2)cc1 was read as TDP1 cell noCPT inconclusive, KAT2A inh -23.9% and DT40 TDP1 CPT -3.4%.
Screening COc1ccc(-c2oc3c(c2C#CC(C)(C)O)C(OC)CCC3)cc1 (stereo not given) returned TDP1 cell noCPT 16.4µM* and DT40 TDP1 CPT inconclusive.
Screening O=C(Cn1cc(SCc2ccc(C(F)(F)F)cc2)c2ccccc21)N1CCCCCC1 returned TDP1 cell noCPT inconclusive, KAT2A inh -14.1% and DT40 TDP1 CPT 18.4µM*.
O=C(Nc1cccc(Cl)c1)C1CCCN(C2=NS(=O)(=O)c3ccccc32)C1 (stereo not given) was read as TDP1 cell noCPT inconclusive, KAT2A inh -5.2% and DT40 TDP1 CPT -21.6%.
`C[C@H](CO)N1C[C@H](C)[C@H](CN(C)S(=O)(=O)c2ccc(C#N)cc2)OCc2cnnn2CCCC1=O` gave TDP1 cell noCPT -19.1% and DT40 TDP1 CPT 0.2%.
`CC(C)(C)n1cnc2cc(NCc3ccccc3Cl)ccc21` gave TDP1 cell noCPT 14.6µM*, KAT2A inh 2.0% and DT40 TDP1 CPT inconclusive.
`CCOc1ccccc1NC(=O)CCS(=O)(=O)c1cccc2nsnc12` gave TDP1 cell noCPT -7.1%&-9.1%, KAT2A inh -1.7%&-6.4% and DT40 TDP1 CPT 0.7%&-20.9%.
For O=C(CCN1CCOCC1)NNC(=S)NC(=O)c1ccc(Br)cc1 the results were TDP1 cell noCPT 13µM*, KAT2A inh -11.0% and DT40 TDP1 CPT 14.6µM*.
For O=C(O)c1cc(-c2cccc3ccccc23)nc2ccccc12 the results were TDP1 cell noCPT -9.8%, KAT2A inh -4.9% and DT40 TDP1 CPT 0.4%.
CNc1ccc(/C=C\CCCO)cn1 was read as TDP1 cell noCPT 11.1% and DT40 TDP1 CPT 4.1%.
`CC(=O)/C(N=Nc1cc2c(c([N+](=O)[O-])c1C)C(C)(C)CC2(C)C)=C(\C)O` gave TDP1 cell noCPT 18.4µM*, KAT2A inh 1.8% and DT40 TDP1 CPT inconclusive.
For O=C(OCC(=O)N(Cc1ccccc1)C1CCS(=O)(=O)C1)c1cc2c(s1)CCCC2 (stereo not given) the results were TDP1 cell noCPT inconclusive, KAT2A inh 0.2% and DT40 TDP1 CPT -11.8%.

A run of entries taken from the entries so far:
For O=C(CCN1CCOCC1)NNC(=S)NC(=O)c1ccc(Br)cc1 the results were TDP1 cell noCPT 13µM*, KAT2A inh -11.0% and DT40 TDP1 CPT 14.6µM*.
For O=C(O)c1cc(-c2cccc3ccccc23)nc2ccccc12 the results were TDP1 cell noCPT -9.8%, KAT2A inh -4.9% and DT40 TDP1 CPT 0.4%.
CNc1ccc(/C=C\CCCO)cn1 was read as TDP1 cell noCPT 11.1% and DT40 TDP1 CPT 4.1%.
`CC(=O)/C(N=Nc1cc2c(c([N+](=O)[O-])c1C)C(C)(C)CC2(C)C)=C(\C)O` gave TDP1 cell noCPT 18.4µM*, KAT2A inh 1.8% and DT40 TDP1 CPT inconclusive.
For O=C(OCC(=O)N(Cc1ccccc1)C1CCS(=O)(=O)C1)c1cc2c(s1)CCCC2 (stereo not given) the results were TDP1 cell noCPT inconclusive, KAT2A inh 0.2% and DT40 TDP1 CPT -11.8%.
